Compound activity as filed in PubChem.
VLA-4 inh – inhibition in a human VLA-4 binding assay; P13612; VLA-4 expressing cells, ligand binding flow cytometry; inhibition, % (about 7 µM as worked out from the volumes in the protocol); actives 0.2% (n = 330,000); in the data active means inhibition above about 50%
AGP1 TOR yeast – yeast TOR pathway AGP1-GFP modulation; S. cerevisiae AGP1-GFP multiplex flow cytometry, 3 h; GFP as percent of DMSO wells; GFP response vs DMSO, % at 10 µM; actives 0.02% (n = 320,000); AID 2066;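 active means GFP response relative to DMSO above a set limit, near screen average plus 3 SD, cut at about 150% in these data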;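 further: median GFP channel fluorescence of the gated AGP1 strain per well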
MEP2 TOR yeast – modulators of TOR pathway MEP2-GFP in S. cerevisiae; AID 2016; GFP response vs DMSO, % at 10 µM; S. cerevisiae MEP2-GFP strain, flow cytometry GFP, 3 h; 100% = DMSO control level; actives 0.51% (n = 330,000);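 active means GFP response versus DMSO above a set limit, roughly screen mean plus 3 SD, cut at about 180% in these data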;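 further: median GFP fluorescence of the barcode-gated MEP2-GFP cells per well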
LAP4 TOR yeast – modulators of TOR pathway LAP4-GFP in S. cerevisiae; S. cerevisiae LAP4-GFP multiplex, flow cytometry GFP, 3 h; median GFP as percent of DMSO wells; GFP response vs DMSO, % at 10 µM; actives 0.34% (n = 320,000); AID 2023;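 active means GFP response vs DMSO above a set limit, about the screen mean plus 3 SD, cut at about 150% in these data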
GRK2 aptamer HTS – human GRK2 inhibition via aptamer displacement. inhibition of aptamer binding, % at 10 µM. bead flow cytometry, FAM-aptamer displacement from GRK2. actives 0.59% (n = 330,000). P25098. AID 488847;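 active means inhibition of aptamer binding above 40%, roughly 3 SD of noise, on plates passing a quality check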;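 further: median bead fluorescence of bound FAM aptamer so fluorescent compounds give negative values; no value below 0 was filed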
Target sequence (P25098 whole entry, looked up): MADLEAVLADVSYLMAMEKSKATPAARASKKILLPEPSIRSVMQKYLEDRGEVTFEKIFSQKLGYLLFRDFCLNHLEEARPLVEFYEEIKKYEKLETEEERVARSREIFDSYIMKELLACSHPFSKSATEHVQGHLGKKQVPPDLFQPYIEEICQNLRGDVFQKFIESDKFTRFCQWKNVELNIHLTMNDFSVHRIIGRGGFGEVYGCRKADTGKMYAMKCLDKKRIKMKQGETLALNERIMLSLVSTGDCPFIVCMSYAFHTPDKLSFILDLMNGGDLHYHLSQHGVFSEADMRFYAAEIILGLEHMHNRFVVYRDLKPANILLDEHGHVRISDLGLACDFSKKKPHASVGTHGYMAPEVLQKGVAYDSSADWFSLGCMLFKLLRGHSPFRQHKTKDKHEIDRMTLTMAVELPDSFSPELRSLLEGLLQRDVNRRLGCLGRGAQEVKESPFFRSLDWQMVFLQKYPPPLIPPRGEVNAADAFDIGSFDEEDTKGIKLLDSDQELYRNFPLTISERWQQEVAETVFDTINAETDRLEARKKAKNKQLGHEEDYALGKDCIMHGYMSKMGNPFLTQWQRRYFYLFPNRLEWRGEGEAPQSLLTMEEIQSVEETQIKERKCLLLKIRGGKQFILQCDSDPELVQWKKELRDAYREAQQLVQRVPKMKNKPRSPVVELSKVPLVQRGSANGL
RPL19A-GFP yeast – yeast TOR pathway RPL19A-GFP modulation | S. cerevisiae RPL19A-GFP strain, flow cytometry, 3 h; active compounds read low | percent response vs DMSO, % at 10 µM | actives 0.3% (n = 330,000);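 active means percent response vs DMSO below 50%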;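 further: median channel GFP fluorescence of the barcoded RPL19A-GFP strain; ratio of sample median GFP to plate DMSO average so 100% = DMSO; lower means less RPL19A-GFP as with rapamycin TOR inhibition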
CIT2 TOR yeast – alters CIT2-GFP fluorescence in TOR pathway yeast screen; S. cerevisiae CIT2-GFP strain, flow cytometry, 3 h; 100 means same as DMSO wells; GFP response vs DMSO, % at 10 µM; actives 0.065% (n = 320,000); AID 2029;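 active means GFP response relative to DMSO above a set limit, near the screen mean plus 3 SD, cut at about 150% in these data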;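 further: ratio of well median GFP fluorescence to mean of DMSO wells on the plate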
CR mimetic SO – caloric restriction mimetics inhibiting age-related superoxide in yeast; superoxide response (% of plate mean), % at 10 µM; AID 2690; S. cerevisiae aged cells, superoxide DHE fluorescence; active compounds read low; actives 0.18% (n = 330,000);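 active means superoxide response under a set limit, about three screen SD below normal, cut at about 65% in these data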;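 further: yeast aged for seven days with compound at 30 °C before DHE staining; 100% = average MFI of all compound-treated wells on the plate with controls excluded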
Starred values were filed as active, the others as inactive; i = inactive; . = not tested or not shown; [ ] = another dose, or the depositor's remark.

smiles	VLA-4 inh	AGP1 TOR yeast	MEP2 TOR yeast	LAP4 TOR yeast	GRK2 aptamer HTS	RPL19A-GFP yeast	CIT2 TOR yeast	CR mimetic SO
CCN(CC(=O)Nc1ccc2c(c1)OCCO2)C(=O)c1ccc(C)c(S(=O)(=O)N2CCOCC2)c1	4	106	100	107	0	95	103	102
NC(=O)c1nsc(C(=O)N(CC(=O)NC2CCCCC2)Cc2ccc(F)cc2)c1N	-10	109	103	98	3	108	105	98
C=CCC(=O)N1CCCC(CO)(Cc2ccc(F)cc2F)C1 (stereo not drawn)	20	99	99	90	7	97	98	104
CCOC(=O)c1c(NC(=O)COc2ccc3ccc(=O)oc3c2)sc(C(=O)N(C)C)c1C	-9	97[may fluoresce green]	105[may fluoresce green]	100[may fluoresce green]	0	104[may fluoresce green]	102[may fluoresce green]	82
Cc1ccc(C(O)P(=O)(OCc2ccccc2)c2ccc(N(C)C)cc2)cc1 (stereo not drawn)	-7	114	96	95	0	97	119	105
Cc1c(NC(=O)/C(C#N)=C/c2ccc(-c3ccccc3Cl)o2)c(=O)n(-c2ccccc2)n1C	8	95	101	96	0	103	95	96
CC(C)(C)C(=O)N1CCN(c2ccnc3cc(Cl)ccc23)CC1	1	97	98	95	2	99	93	112
O=C1C(=O)N(CCN2CCCCC2)c2ccccc21	-6	104	102	97	1	99	100	126
O=C(CN1C(=O)C2C3CCC(C3)C2C1=O)OCC(=O)c1ccc(Br)cc1 (stereo not drawn)	9	105	91	106	4	93	88	101
Cc1nn(CC(=O)NCCCN2CC(C)CC(C)C2)c(=O)c2cccn12 (stereo not drawn)	0	98	102	92	0	96	104	82
CCCc1cc(=O)[nH]c(/N=C(\N)Nc2ccccc2)n1	-9	93	100	98	0	95	105	98
CCc1ccc(CNC(=O)C2CCN(S(=O)(=O)N3CCC4(CC3)OCCO4)CC2)cc1	0	100	109	104	0	112	103	102
O=C(NC(=S)NCC1CCCO1)c1ccccc1 (stereo not drawn)	-2	89	106	81	0	116	106	102
O=C(/C=C/c1ccc(-c2ccccc2[N+](=O)[O-])o1)c1ccc(F)cc1	0	88	94	143	4	94	85	88
CC1CN(C(=O)c2ccc(COc3ccc(C(C)C)cc3)o2)CC(C)O1 (stereo not drawn)	0	93	105	96	2	111	111	117
COc1cc(NC(=O)c2ccc3c(c2)S(=O)(=O)N=C2CCCCCN23)cc(OC)c1	6	108	105	108	0	103	99	106
COc1cccc2cc(NC(=O)C3CCCCC3)c(=O)oc12	3	98	97	103	2	93	94	101
Fc1ccc(-n2nnc(-c3ccccc3)n2)cc1	5	95	112	90	1	101	106	99
Cc1nn(CC(=O)O)c(C)c1C	6	103	102	101	1	98	100	102
O=C(O)CCCn1cc(NC(=O)COc2cc(F)ccc2[N+](=O)[O-])cn1	15	95	107	96	0	103	89	149
CC1(c2ccccc2)NC(=O)N(CC(=O)NC(=O)NCc2ccco2)C1=O (stereo not drawn)	21	97	97	98	5	100	93	120
CCC(CO)Oc1cc(NCc2ccc(Cl)cc2)c2ncn(C(C)C)c2c1 (stereo not drawn)	-23	114	105	106	0	106	111	92
CC1CCN(C(=O)c2ccc(CSc3nc4ccncc4n3Cc3ccc(F)cc3)cc2)CC1	-27	98	101	115	1	105	104	99
CCN(CC(=O)Nc1ccc(NC(C)=O)cc1)S(=O)(=O)/C=C/c1ccccc1	0	93	103	97	2	96	97	130
O=C(Nc1ccccc1)c1oc2ccccc2c1NC(=O)C1CC1	12	110	112	126	33	103	106	88
Cc1cc(C)c2nc(NNC(=O)c3ccc(S(=O)(=O)N4CCCC(C)C4)cc3)sc2c1 (stereo not drawn)	-6	104	93	106	6	101	112	118
Cc1ccc(S(=O)(=O)N2CCN(c3ccccc3)CC2)cc1C(=O)NC1CCCCC1	18	104	99	98	0	103	103	99
Cc1sc2ncnc(NCCN3CCOCC3)c2c1C	-11	101	96	88	0	100	102	101
O=C(OCC(=O)N1CCCCC1)c1ccc2c(c1)C(=O)N(Cc1ccco1)C2=O	15	99	112	103	1	98	99	94
N#Cc1c(NC(=O)C2CC(c3ccccc3Cl)=NO2)sc2c1CCC2 (stereo not drawn)	0	99	96	93	4	92	92	98
Cc1cc(C)nc(N2CCC(C(=O)NCCc3ccccc3)CC2)n1	-4	100	103	103	0	98	98	105
CC1CCN(C(=O)Cn2c(SCC(=O)Nc3nccs3)nc3ccccc32)CC1	2	98	100	96	0	94	89	105
C/C(=N\NC(=O)C1(C)CC1(Br)Br)c1ccc(C)cc1C (stereo not drawn)	2	93	104	86	29	115	100	102
CC(C)c1ccc(NC2CCCN(C(=O)C3=NN(C)C(=O)CC3)C2)cc1 (stereo not drawn)	11	102	110	98	3	104	104	116
Cc1ccc(-n2[nH]c(C)c(/C=C3/C=Nc4ccccc43)c2=O)cc1C	9	89	97	92	0	90	90	101
Cc1noc(C)c1C(=O)N1CCCC(Nc2ccc(C(C)C)cc2)C1 (stereo not drawn)	3	95	98	94	0	98	91	89
O=C(CCC(=O)N(CC(=O)NC1CCCC1)Cc1ccc(F)cc1)Nc1nccs1	22	96	90	86	0	90	92	107
CC1CCN(CCCn2c(=S)[nH]c3ccc(N4CCOCC4)cc3c2=O)CC1	-13	104	103	93	0	103	107	97
O=C(Nc1ccc(Cl)cc1)c1ccncc1	5	97	104	108	5	102	91	119
CCOC(=O)C1=C(c2ccccc2)NC(=O)NC1c1cc(OC)c(O)c([N+](=O)[O-])c1 (stereo not drawn)	8	86	89	58	1	95	97	113
O=C(CCN1CCCO1)NC1CCCc2c1cnn2-c1ccccc1F (stereo not drawn)	-2	93	101	85	0	93	93	102
CC(=O)c1ccc(NC(=S)N2CCN(CCN3C(=O)c4cccc5cccc(c45)C3=O)CC2)cc1	8	107	133	110	0	111	109	100
COc1ccccc1NC(=S)N1CCCc2ccccc21	22	106	107	114	2	105	103	104
N#CC1=C(S)N(c2ccccc2)C(c2ccco2)NC1=O (stereo not drawn)	-17	102	101	103	74*	100	99	109
COc1ccc(-n2nc(C)cc2N)cc1	11	87	73	107	2	90	85	99
Nc1cc(-c2cccc(F)c2)nn1S(=O)(=O)c1cccc2nsnc12	35	104	107	100	1	104	96	102
COC1=CC2(O)CCCC2=CC1=O (stereo not drawn)	47	85	88	129	1	93	92	99
C=CCSc1nc2ccsc2c(=O)n1-c1ccccc1	4	98	97	108	0	102	89	94
O=C(Nc1cc2c3c(c1)CC(=O)N3CCC2)c1ccccc1Br	10	103	96	95	2	97	99	101
O=C(Nc1ccc(Cl)cc1)N(C1=NCCC1)c1ccc(OC(F)F)cc1	10	96	91	109	0	96	.	105
O=C(O)/C=C\C(=O)Nc1cc(O)ccc1[N+](=O)[O-]	i	106	109	109	0	102	114	93
Cc1cc(NC(=O)c2ccc(S(=O)(=O)N(C)C)cc2)n(-c2ccccn2)n1	-4	98	106	97	0	94	90	100
CCOC(=O)c1cnc(-c2ccccc2)nc1N	4	92	107	115	0	97	98	88
Cc1ccccc1-c1noc(-c2ccccc2C(=O)NCc2ccco2)n1	3	105	102	122	0	100	87	89
Cc1csc(NC(=O)C2CCCCC2)n1	12	97	103	94	0	103	96	112
CSc1nnc(N2C(=O)C(O)=C(C(=O)c3ccco3)C2c2ccc(F)cc2)s1 (stereo not drawn)	-8	97	105	91	1	101	100	100
CCOc1cc(S(=O)(=O)NCc2cccs2)ccc1Cl	0	91	91	91	1	92	88	104
CN(CCC1CCOCC1)C(=O)CC1C(=O)NCCN1CC1CCCCC1 (stereo not drawn)	-17	101	105	85	0	107	104	87
O=C(c1n[nH]c(=O)c2ccccc12)N1CCN(C2c3ccccc3-c3ccccc32)CC1	-10	104	100	104	4	101	110	94
Cc1ccc(NC(=O)CSCC(=O)Nc2cccc(S(=O)(=O)N3CCCCCC3)c2)cc1	5	109	108	110	3	108	96	71

A few values from the entries so far:
Value for Cc1ccccc1-c1noc(-c2ccccc2C(=O)NCc2ccco2)n1 under MEP2 TOR yeast: 102
Value for Fc1ccc(-n2nnc(-c3ccccc3)n2)cc1 under MEP2 TOR yeast: 112

Next section.
smiles	VLA-4 inh	AGP1 TOR yeast	MEP2 TOR yeast	LAP4 TOR yeast	GRK2 aptamer HTS	RPL19A-GFP yeast	CIT2 TOR yeast	CR mimetic SO
CC1(C)CC(=O)C(C=NCCN2CCN(C(=O)CCl)CC2)=C(O)C1	12	88	96	102	0	97	77	94
CC(C)Oc1ccc(/C(O)=C2/C(=O)C(=O)N(CCN3CCNCC3)C2c2ccc(C(C)C)cc2)cc1 (stereo not drawn)	-153	96	111	109	2	95	92	114
NNC(=O)/C(=C\c1ccc(Br)cc1)NC(=O)c1cccs1	0	98	95	97	0	103	102	100
COc1ccc(N2CC(NC(=O)c3ccc4ccccc4c3)CC2=O)cc1OC (stereo not drawn)	3	112	98	107	0	97	86	93
CCOC(=O)CCCCCC(=O)Nc1ccc2c(c1)CC(=O)N([C@H](C)CO)C[C@@H](C)[C@H](CN(C)Cc1ccc3c(c1)OCO3)O2	-15	96	91	95	0	92	96	83
COc1ccc(CC2(C)OC(c3ccncc3)=NN2C(C)=O)cc1 (stereo not drawn)	1	101	104	106	1	111	98	115
COc1cccc(COc2ccc(N(C)S(=O)(=O)c3ccccc3)cc2)c1	6	98	98	98	0	101	101	114
CC(C)(C)OC(=O)N/N=C/c1cn(-c2ccccc2)nc1-c1cccnc1	3	90	92	94	0	93	86	90
CCCOc1ccc(Oc2cc(C)nc(SC)n2)nn1	8	96	98	106	0	100	90	118
Cc1nnc(SCC(=O)NC2CCCCC2C)s1 (stereo not drawn)	-1	110	104	101	0	112	106	108
CN1C=CC=C/C1=C(\C#N)c1nc2ccccc2[nH]1	18	100	95	107	0	100	102	88
CCOc1ccc(NC(=O)c2cc3n(n2)C(C(F)(F)F)CC(c2ccco2)N3)cc1 (stereo not drawn)	2	97	101	96	1	96	100	102
CC1CCC(N(C(=O)c2csnn2)C(C(=O)NC(C)(C)C)c2cccnc2)CC1 (stereo not drawn)	6	103	102	103	4	101	101	109
Cn1ncc([N+](=O)[O-])c1C(=O)Nc1ccc2c(c1)OCCO2	7	97	107	99	0	103	112	113
COc1cc([N+](=O)[O-])cc(/C=N/NC(=O)C(O)(c2ccccc2)c2ccccc2)c1O	12	99	99	101	0	100	103	105
CC(=O)c1cccc(NS(=O)(=O)c2ccc3c(c2)oc(=O)n3C)c1	3	109	115	112	0	107	107	103
Cc1cccc(C(OC(=O)c2ccco2)C(=O)NCc2ccccc2)n1 (stereo not drawn)	-4	109	104	99	0	100	98	103
CC(=O)N1CCCN(Cc2cn(-c3cc(C)ccc3C)nc2-c2ccccc2)CC1	-11	102	104	108	0	101	110	101
COc1ccc2cc(CN(CC3CCCO3)C(=O)Nc3ccccc3)c(=O)[nH]c2c1 (stereo not drawn)	7	100	104	93	0	97	99	92
O=C(NNC(=O)C12CC3CC(CC(C3)C1)C2)[C@@H]1C[C@H]1c1ccccc1	-4	101	90	97	3	101	95	116
CCn1c(SCC(=O)N2CCC(C)CC2)nc2c(c1=O)SC(C)C2 (stereo not drawn)	6	98	92	101	0	94	92	118
